# Lipid storage S3 – qHTS Assay for Lipid Storage Modulators in Drosophila S3 Cells; 0.64% of 320,000 active; Drosophila S3 cells, BODIPY lipid droplet fluorescence, 18-24 h; cells fed with added oleic acid; lipid storage change, negative = inhibition, % at the top dose, mostly 46.1 µM; hits show Potency in µM; AID 2685; active means well fitted inhibition curve with a large enough effect in the signal ratio, with a control signal flat, not every such curve was filed as active; inconclusive means small, poorly fitted or top-dose-only effect, or effect the other way, or a change in a side signal; the % refers to the signal ratio
#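 Laser-scanning cytometry quantifies lipid droplet accumulation (500–530 nm total intensity; droplet/cell object ratio) in oleic acid-fed (400 uM added) Drosophila S3 cells treated with a concentration series. 20 uM Triacsin C defined 100% inhibition.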
# Lipid storage S3 cell count max – recorded beside Lipid storage S3, whose call it bears; cell number change, %; measured here: cell count max response;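 cells counted by Cell Tracker Red CMTPX staining in the red channel; peak over a dose series mostly up to 46.1 µM; percent activity relative to internal control wells on each plate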
# Numbers without * were called inactive; i = inactive; ? = inconclusive; / = not tested or not shown; [ ] = remark or other dose. On the % scale 0 is the no-effect control and ±100 the full control effect; potency means the concentration at half of the fitted maximal effect.
# Every second line gives: Lipid storage S3 | Lipid storage S3 cell count max
CCOC(=O)C1(S(=O)(=O)c2ccc(Cl)cc2)CCN(Cc2ccc(C)cc2)CC1
→ 8% | -16
Brc1ccc(Nc2nc3ccccc3n3nnnc23)cc1
→ ? | /
CC(C)(C)c1ccc(OCC(=O)OCCNC(=O)c2cccnc2)cc1
→ ? | /
CC(Cn1cncn1)C(=O)N1CCN(S(=O)(=O)c2ccccc2)CC1 (stereo unspecified)
→ ? | /
Cc1ccc(NC(=O)CCC(=O)NNC(=O)C(C)(C)C)c(C)c1
→ -29% | -31
Cc1cc2c(c(=O)n1Cc1ccc3c(c1)OCO3)C(c1cccnc1)C(C#N)=C(N)O2 (stereo unspecified)
→ ? | /
Cc1cccn2c(=O)c3cc(C(=O)NCC4CCCO4)c(=N)n(CCc4ccccc4)c3nc12 (stereo unspecified)
→ ? | /
O=C(CSc1nc2ccccc2[nH]1)Nc1c(F)cccc1F
→ ? | /
CCC(C)NS(=O)(=O)c1ccc(OCC(=O)N2CCCCC2)cc1 (stereo unspecified)
→ ? | /
CCOC(=O)Cn1c(=O)oc2cc(S(=O)(=O)N3CCn4c3nc3ccccc34)ccc21
→ 19% | /
COCCNc1ccc(N2C(=O)CCCC2=O)cc1[N+](=O)[O-]
→ ? | /
COc1ccc(-c2nnc(OCc3nc4ccccc4n3C)c3ccccc23)cc1
→ 5% | -4
CSc1ccc(/C=C(/NC(=O)c2ccco2)C(=O)N2CCOCC2)cc1
→ ? | /
O=C1NC(c2ccccc2)=C(c2ccc3ccccc3n2)C(c2ccc(F)cc2)N1 (stereo unspecified)
→ 15% | 9
Cc1cc(NC(=O)CSc2nc3cc(Cl)ccc3c(=O)n2CC(C)C)no1
→ -23% | -10
Nc1ncnc2nc(SCC(=O)Nc3cccc(C(F)(F)F)c3)[nH]c12
→ ? | /
CCOC(=O)c1c(C)[nH]c(C(=O)NCc2ccccn2)c1C
→ 7% | /
Cc1c(C)n(CCCN(C)C)c2ncnc(Nc3ccc(F)cc3)c12
→ ? | /
CCN1CCN(CC(=O)N2c3ccccc3CC2C)CC1 (stereo unspecified)
→ 0% | 18
CC[C@@]12C(=O)N(c3ccc(OC)cc3)C(=O)N1[C@H](c1cccc(C)c1)[C@@H]1C(=O)N(Cc3ccccc3)C(=O)[C@@H]12
→ i | 13
Cc1ccc2c(c1)N(CC(=O)Nc1c(C)cccc1C)C(=O)c1cccnc1O2
→ i | /
CCn1c(SCc2ccc(C(=O)OC)o2)nnc1-c1c[nH]c2ccccc12
→ ? | /
COc1ccc(CCNc2cc(N3CCN(C(=O)c4ccc(C)cc4)CC3)ccc2[N+](=O)[O-])cc1OC
→ ? | /
O=C(CSC1=NS(=O)(=O)c2cc(F)ccc2N1)NCc1ccc(F)cc1
→ ? | /
CCOC(=O)C1C(=O)CC(C)(O)C(C(=O)OCC)C1c1ccc(OC)cc1 (stereo unspecified)
→ ? | /
O=C(N1CCCCC1)N1CCN(S(=O)(=O)c2cccc([N+](=O)[O-])c2)CC1
→ i | 2
CCN1CCN(C(=O)c2ccc3c(c2)N(Cc2ccccc2F)C(=O)c2ccccc2S3(=O)=O)CC1
→ ? | /
COc1ccc2[nH]c(C(=O)Nc3ccc(F)cc3Br)cc2c1
→ ? | /
C=CC(=O)N(CCC)C(c1ccccc1)c1ccccc1OC (stereo unspecified)
→ 12% | -26
COc1cccc(CNC(=O)CSc2nnc3c(n2)[nH]c2ccc(C)cc23)c1
→ i | -5

# Quoted at random: 2 records from the list.
# Every second line gives: Lipid storage S3 | Lipid storage S3 cell count max
Cc1ccc(NC(=O)CCC(=O)NNC(=O)C(C)(C)C)c(C)c1
→ -29% | -31
Cc1ccc2c(c1)N(CC(=O)Nc1c(C)cccc1C)C(=O)c1cccnc1O2
→ i | /

# Back to the main list, starting 2 compounds before the break.
# Every second line gives: Lipid storage S3 | Lipid storage S3 cell count max
C=CC(=O)N(CCC)C(c1ccccc1)c1ccccc1OC (stereo unspecified)
→ 12% | -26
COc1cccc(CNC(=O)CSc2nnc3c(n2)[nH]c2ccc(C)cc23)c1
→ i | -5
COc1cccc(CNC(=O)c2cc(S(=O)(=O)N3CCCCC3)c[nH]2)c1
→ ? | /
O=C(CCN1C(=O)COc2ccccc21)N1CCN(c2ccccc2)CC1
→ -4% | 0
Cc1nnc(SCC(=O)Nc2cccc(N)c2)n1-c1ccccc1
→ ? | /
COc1ccccc1NC(=O)c1ccc(CN2CCOCC2)cc1
→ 7% | -14
CCc1ccc(OCC(=O)Nc2ccc(N3CCN(S(C)(=O)=O)CC3)cc2)cc1
→ 13% | -3
COC(=O)c1ccc([C@@H](O)[C@H](C)C(=O)CC(=O)OC(C)(C)C)cc1
→ ? | /
CC(=O)Nc1ccc(C2(c3ccc(NC(C)=O)cc3)C(=O)Nc3ccccc32)cc1
→ ? | /
COCCCNC(=O)CCc1c(C)c2cc3c(C)coc3cc2oc1=O
→ ? | /
O=C(NCCN1CCN(c2ccccc2)CC1)C1CCN(S(=O)(=O)c2cccc3nsnc23)CC1
→ 3% | 6
O=C(Nc1cccnc1)OC1CCCC1
→ ? | /
CN(C)C(CNS(=O)(=O)c1ccc(F)cc1)c1cccnc1 (stereo unspecified)
→ ? | /
CCCC(=O)c1c[nH]c(C(=O)N2CCOCC2)c1
→ ? | /
O=S(=O)(c1ccc(F)cc1)N1CCN(Cc2ccccc2C(F)(F)F)CC1
→ 10% | -2
CC(NCc1ccccc1)C1COc2ccccc2O1 (stereo unspecified)
→ ? | /
C=CCNC(=O)c1onc(CSc2ccc(F)cc2)c1C(=O)NCC=C
→ ? | /
O=C(Nc1cccc(F)c1)c1c(O)c2ccccc2[nH]c1=O
→ i | -5
Cc1cccc(-n2c(C)cc(/C=C3\NC(=O)NC3=O)c2C)c1
→ 26% | /
Cn1nnc2c(NCc3ccco3)nccc21
→ -2% | 7
CCn1cc(C(=O)N2CC(C)CC(C)C2)c(=O)c2cc(S(=O)(=O)N3CCOCC3)ccc21 (stereo unspecified)
→ 5% | -18
CC1(c2ccc(Cl)cc2)NC(=O)CS1 (stereo unspecified)
→ 0% | -7
Cn1c(=O)c2cn(-c3ccc4c(c3)OCCO4)cc2n(C)c1=O
→ i | 27
CCc1cc(=O)oc2c3c(cc(OCC(=O)NCCCC(=O)O)c12)OC(C)(C)CC3
→ -1% | 5
O=C(CCl)N(Cc1cc(=O)[nH]c2ccccc12)c1ccccc1
→ ? | /
COc1cc(/C=C2\C(=O)N(CCC#N)N=C2C)ccc1OCC(=O)Nc1ccccc1
→ ? | /
O=C(NC(=S)Nc1ccccc1F)C1CCCCC1
→ ? | /
O=C(c1cccc(N2C(=O)C3CC=CCC3C2=O)c1)N1CCN(c2ccccc2)CC1 (stereo unspecified)
→ 12% | 8
CCn1c(CC(=O)Nc2ccccc2F)nnc1SCC(=O)N1CCN(c2ccccc2)CC1
→ ? | /
CO/N=C/C1CCN(c2ncc(C(F)(F)F)cc2Cl)C1=O (stereo unspecified)
→ ? | /
O=C(CSc1ncccn1)Nc1ccc2[nH]c(=O)[nH]c2c1
→ 3% | 0
O=Cc1c(NCCCN2CCCC2=O)c2ccccc2[nH]c1=O
→ ? | /

# The results go on:
# Every second line gives: Lipid storage S3 | Lipid storage S3 cell count max
C#CCOCCOCCOCCNc1nc(N2CCN(C(=O)CCCCCCCCCCNC(=O)[C@H](CCCCN)n3cc(CCCC(=O)O)nn3)CC2)nc(N2CCN(C(=O)CCCCCCCCCCNC(=O)[C@@H]([C@H](C)O)n3cc(C)nn3)CC2)n1
→ ? | /
CC(C)(OC(=O)c1ccc(F)cc1)c1cc2ccccc2c(=O)o1
→ ? | /
CN(C)C(=O)c1c([N+](=O)[O-])c(C(C)(C)C)nn1C
→ 3% | 2
COc1cc(C(=O)Oc2cccc(C(=S)N3CCOCC3)c2)cc(OC)c1OC
→ ? | /
CCOc1ccccc1N1CCN(C(=O)C(Sc2ccccc2)c2ccccc2)CC1 (stereo unspecified)
→ -4% | 12
CN(C)c1nc(-c2ccccc2)ncc1S(=O)(=O)c1ccccc1
→ ? | /
CCOC(=O)C1CSc2[nH]c(=O)sc2C1c1ccccc1 (stereo unspecified)
→ ? | /
COc1ccc(C(=O)Nc2nc(CC(=O)NCCc3ccccc3OC)cs2)cc1
→ ? | /
Clc1ccc(Cl)c(OCCN2CCCC2)c1
→ ? | /
N#C/C(=C\c1cccs1)C(=O)Nc1ccccn1
→ -4% | 10
COc1ccc(C2CC(=O)Nc3cc(C)c(C)cc32)c(OC)c1OC (stereo unspecified)
→ ? | /
Cc1cc(C)cc(NS(=O)(=O)c2coc(C(N)=O)c2)c1
→ 21% | 7
CC(C)NC(=O)COC(=O)c1ccc(NS(=O)(=O)c2ccc3c(c2)OCCO3)cc1
→ i | /
CC(=O)Nc1ccc(C(=O)Nc2cc(C)on2)cc1
→ ? | /
COC(=O)c1cc(Br)c(=O)n(Cc2cccnc2)c1
→ ? | /
CC(C)n1ncc2c(C(=O)N3CCN(Cc4ccc(Br)s4)CC3)cc(C3CC3)nc21
→ 1% | -22
Cc1ccc(N(CC(=O)Nc2ccccc2C(=O)NCc2ccco2)S(=O)(=O)c2ccccc2)cc1C
→ ? | /
Cc1ccc(S(=O)(=O)N(Cc2ccccc2F)C(=O)N2CCN(C)CC2)cc1
→ i[0.0737 µM] | -6
Cc1nn(Cc2ccc(Cl)cc2)c2sc(C(=O)OCC(N)=O)cc12
→ ? | /
Cc1ccc(-c2nc3ncccn3c2NC2CCCC2)o1
→ ? | /
COc1cc(C2SCC(=O)N2Cc2ccccc2)cc(OC)c1OC (stereo unspecified)
→ ? | /
CCOC(=O)c1c(/N=C/C2C(=O)CCCC2=O)sc(C)c1C
→ ? | /
Cc1cccc(C)c1NC(=O)CSc1nc2ccccc2c(=O)[nH]1
→ i | 24
O=C(c1ccc(COc2ccccc2Cl)o1)N1N=C(C(F)F)CC1(O)C(F)F (stereo unspecified)
→ ? | /
COC(=O)c1ccc(NS(=O)(=O)c2ccc(OC)cc2)cc1
→ i | /
O=C(COC(=O)c1ccc(O)cc1O)NNC(=O)c1cccs1
→ -6% | -16
O=C(COC(=O)C12CC3CC(CC(Br)(C3)C1)C2)Nc1ccc2[nH]c(=O)[nH]c2c1
→ i | /
Clc1ccccc1SCc1nc2ccccc2[nH]1
→ i | /
CCC(=O)NNC(=O)CCC(=O)Nc1ccc(C)cc1C
→ ? | /
COc1cc(C)ccc1OCCOc1c(C)cc(Cl)cc1Cl
→ ? | /

# Part of the list above, comma-delimited.
mol,Lipid storage S3,Lipid storage S3 cell count max
Cc1ccc(N(CC(=O)Nc2ccccc2C(=O)NCc2ccco2)S(=O)(=O)c2ccccc2)cc1C,?,/
CC(=O)Nc1ccc(C(=O)Nc2cc(C)on2)cc1,?,/

# Other structures follow.
# Every second line gives: Lipid storage S3 | Lipid storage S3 cell count max
COc1cccc(-c2nc3n(n2)C(c2ccccc2Cl)C(C(N)=O)=C(C)N3)c1 (stereo unspecified)
→ 9% | -10
CS(=O)(=O)N(CC(=O)Nc1ccc(Br)cc1F)C1CCCCC1
→ ? | /
COc1ccc(Nc2ncnc3sccc23)cc1
→ ? | /
CCCCn1c(N)c(N(CCC(C)C)C(=O)Cc2ccc(S(=O)(=O)N3CCOCC3)s2)c(=O)[nH]c1=O
→ 21%[0.0737 µM] | /
O=C(NCCCN1CCCC1)c1cc(Sc2ccc(F)cc2)nc2ccccc12
→ i | /
CCCOC(=O)C1=C(C)NC2=C(C(=O)C(C(=O)OC)C(C)C2)C1c1ccc(N(C)C)cc1 (stereo unspecified)
→ -11% | -2
Cc1c(C(=O)N(C)Cc2ccccc2)oc2c(Cl)cccc12
→ i | -19
CCc1ccc2[nH]c(=O)c(CN(Cc3ccc(OC)cc3)Cc3nnnn3CCOC)cc2c1
→ ? | /
CCN(CC(=O)Nc1c(F)cccc1F)C(=O)CCCc1nc2ccccc2c(=O)[nH]1
→ ? | /
CCN(CC)CCNC(=O)CNC(=S)N(CCCN1CCOCC1)Cc1cccs1
→ ? | /
CC(C)Oc1ccc(NC(=O)C2CCCNC2=O)cc1 (stereo unspecified)
→ ? | /
CCc1ccc(NC(=O)CSc2nc3ccccc3c(=O)n2CCCC(=O)NCCCN2CCOCC2)cc1
→ 4% | -16
Cc1cc(=O)oc2c(C(=O)/C=C\c3cccs3)c(O)ccc12
→ ? | /
CCN(CCO)C1CC(=O)N(c2ccccc2C)C1=O (stereo unspecified)
→ i | /
Cc1cc([N+](=O)[O-])nn1CC(=O)N1CCc2ccccc2C1
→ -14% | /
O=C(NC1CCCCC1)c1cc(-c2cccs2)on1
→ ? | /
Cc1cc(-c2nn(-c3ccccc3F)cc2CN2CCC(O)CC2)c(C)s1
→ 8% | 0
COc1cc(/C=C(/NC(=O)c2ccccc2)C(=O)Nc2ccccc2)c([N+](=O)[O-])cc1OC
→ -3% | /
COc1ccc(C(=O)N2CCN(C(C)=O)CC2)cc1S(=O)(=O)N1CCOCC1
→ ? | /
c1ccn2c(Cc3nnc4ccccn34)nnc2c1
→ 0% | -9
O=C(Oc1cccc2ccccc12)c1ccco1
→ i | 10
c1ccc(C2Oc3ccccc3C3CC(c4cccs4)=NN32)cc1 (stereo unspecified)
→ ? | /
CCOC(=O)c1c(NC(=O)COc2ncnc3ccccc23)sc(C)c1C
→ ? | /
O=C(CNC(=O)/C(=C\c1ccc(Br)cc1)NC(=O)c1ccccc1)OCc1ccccc1
→ 8% | 1
N#C/C(=C\c1ccco1)Sc1nc2ccccc2s1
→ ? | /
O=C(C1CCCN(S(=O)(=O)c2ccccc2)C1)N1CCN(c2ncccn2)CC1 (stereo unspecified)
→ ? | /

# Assay outcomes deposited in PubChem BioAssay by National Center for Advancing Translational Sciences (NCATS).

# A portion of the library; count on the stated rates, not on these rows.
